Bioassay records (PubChem BioAssay)
PLK1 PBD inh: qHTS for Inhibitors of PLK1-PDB (polo-like kinase 1 - polo-box domain): Primary Screen | Serine/threonine-protein kinase PLK1 (Homo sapiens), P53350 | Plk1 PBD binding of FITC phosphopeptide, fluorescence polarization | Potency, µM, for inactives: max response, negative = inhibition, actives largely listed as inhibitors | 360,000 tested, 2.8% active | AID 720504, 2013; also: potency is read from the fitted curve at half-maximal effect; series mostly up to about 57 µM; % is scaled to controls: 0 for no effect and ±100 for the full control effect; nearly all actives have a fitted effect of over 65% in size
Target sequence (P53350 whole entry, looked up, the tested form may be a part): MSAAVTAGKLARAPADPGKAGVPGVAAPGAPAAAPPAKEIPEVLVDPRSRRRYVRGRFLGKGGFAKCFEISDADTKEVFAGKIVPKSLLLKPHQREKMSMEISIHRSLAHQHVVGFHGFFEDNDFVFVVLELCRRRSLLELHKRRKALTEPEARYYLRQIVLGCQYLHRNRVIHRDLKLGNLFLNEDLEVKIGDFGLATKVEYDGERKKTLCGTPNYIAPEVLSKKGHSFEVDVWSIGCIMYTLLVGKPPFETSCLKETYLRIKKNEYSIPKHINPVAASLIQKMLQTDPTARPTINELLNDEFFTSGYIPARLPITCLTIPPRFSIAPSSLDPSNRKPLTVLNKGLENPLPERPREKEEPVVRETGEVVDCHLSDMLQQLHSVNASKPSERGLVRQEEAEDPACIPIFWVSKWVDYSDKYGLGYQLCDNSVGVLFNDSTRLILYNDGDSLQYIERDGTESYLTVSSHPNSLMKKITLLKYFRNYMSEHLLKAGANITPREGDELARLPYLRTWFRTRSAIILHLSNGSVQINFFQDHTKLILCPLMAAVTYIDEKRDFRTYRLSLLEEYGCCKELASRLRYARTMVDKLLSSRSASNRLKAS
GLP1R ag: qHTS of GLP-1 Receptor Agonists; HEK293 GLP-1R CRE-luciferase, luminescence, 4-6 h; cells express a hypersensitive GLP-1R form; Glucagon-like peptide 1 receptor (Homo sapiens), P43220; AID 624172, 2012; 380,000 tested, 0.007% active; Potency, µM (titrated, usually from 45.6 µM), inactives show at the highest dose activation, hits mostly activators; also: potency is read from the fitted curve at half-maximal effect; % of control where 0% means no effect
Target sequence (P43220 whole entry, looked up): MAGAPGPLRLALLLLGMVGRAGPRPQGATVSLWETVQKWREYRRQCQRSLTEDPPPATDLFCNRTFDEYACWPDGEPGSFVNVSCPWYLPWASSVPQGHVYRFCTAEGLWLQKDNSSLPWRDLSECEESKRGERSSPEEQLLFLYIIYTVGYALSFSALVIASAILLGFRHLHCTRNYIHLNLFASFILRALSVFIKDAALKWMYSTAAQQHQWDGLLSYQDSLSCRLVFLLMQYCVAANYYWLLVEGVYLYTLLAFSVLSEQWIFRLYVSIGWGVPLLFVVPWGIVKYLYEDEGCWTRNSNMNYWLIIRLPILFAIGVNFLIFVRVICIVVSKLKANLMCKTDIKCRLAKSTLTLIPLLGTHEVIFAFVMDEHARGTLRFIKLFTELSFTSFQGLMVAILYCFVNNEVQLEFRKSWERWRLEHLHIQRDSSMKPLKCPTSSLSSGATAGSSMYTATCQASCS
EPAC1 agonist: qHTS for Agonist of cAMP-regulated guanine nucleotide exchange factor 3 (EPAC1): primary screen; Rap guanine nucleotide exchange factor 3 (Homo sapiens), O95398; EPAC1 agonist qHTS, biochemical assay; response scale: 100% = response to 6.5 mM cAMP; Potency, µM (doses to about 154 µM), inactives show at the top dose activation, actives largely listed as activators; 360,000 tested, 0.073% active; AID 720707, 2013; also: potency is read from the fitted curve at half-maximal effect; nearly all actives have a fitted effect of over 60% in size
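Normalized to 6.5 mM cAMP, activity reflects EPAC1-catalysed release of BODIPY-GDP from Rap1B, followed kinetically over 30 min at 480 nm excitation, 540 nm emission. Reaction contained 100 nM EPAC1, 250 nM Rap1B-BODIPY-GDP, 50 uM GDP.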
IL2 activator: qHTS of IL-2 Activators | IL-2 activation reporter assay, cell-based qHTS; stimulated with anti-CD3/CD4/CD28 beads; in transgenic mouse T cells | activation, % (series mostly up to about 46 µM) | 360,000 tested, 0.065% active; in the data active = activation above about 50%; inconclusive = mostly about 30% to 49%; also: 0% is about no effect
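EGFP and DsRed fluorescence is measured by plate cytometry in unstimulated transgenic mouse T cells exposed to compound for 60 minutes, then stimulated 18 hours at 37 degrees C with anti-CD3/anti-CD4 beads plus anti-CD28.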
GLP1R inv ag: qHTS of GLP-1 Receptor Inverse Agonists (Inhibition Mode); AID 624417, 2012; Potency, µM (top dose mostly 38.3 µM), without a hit: top-dose activity change, negative = inhibition, most hits filed as inhibitors; HEK293 GLP-1R CRE-luciferase, luminescence, 24 h; GLP-1R form is constitutively active; Glucagon-like peptide 1 receptor (Homo sapiens), P43220; 410,000 tested, 1.6% active; also: potency is read from the fitted curve at half-maximal effect; % is scaled to controls: 0 for no effect and ±100 for the full control effect; nearly all actives have a fitted effect of over 55% in size
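Stable HEK293 clone (constitutively active GLP-1R + cAMP-response luciferase); 200 cells/uL plated, 12 h pre-culture, compound 24 hr, 37 deg C/5% CO2; detection reagent 12 min RT; luminescence.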
PI5P4Ka inh: qHTS for Inhibitors of phosphatidylinositol 5-phosphate 4-kinase (PI5P4K). 330,000 tested, 1.2% active. max response, %. PI5P4Kalpha enzyme, ADP-Glo luminescence, 60 min; stronger effect = lower value. Phosphatidylinositol 5-phosphate 4-kinase type-2 alpha (Homo sapiens), P48426; active = max response of -50% or lower; inconclusive = between -30% and -50%; inactive = -30% or higher; also: value at the top dose of about 77 µM; % is scaled to controls: 0 for no effect and ±100 for the full control effect
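Enzyme plus substrate dispensed, test compounds pinned in, then ATP (5 microM final) added. After 60 min at RT, ADP-Glo reagent 1 for 45 min and reagent 2 for 30 min preceded luminescence imaging.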
HEK293 tox: qHTS of GLP-1 Receptor Inverse Agonists: Cytotox Screen; HEK293 cAMP-luciferase reporter cells, luminescence, 24 h; Potency, µM (highest dose often 38.3 µM), for the others: at the top dose activity change, negative = inhibition, hits mostly inhibitors; 410,000 tested, 0.13% active;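 also: loss of luciferase light is scored as toxicity; potency is read from the fitted curve at half-maximal effect; % is scaled to controls: 0 for no effect and ±100 for the full control effect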
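Here, cytotoxicity is scored as loss of luminescence. The MLSMR collection was tested on cells seeded in medium containing 10% Nu serum, with a 24 hr compound exposure preceded by 12 hours of culture.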
PTHR1 ag: qHTS for PTHR1 Agonists: Primary Screen | Parathyroid hormone/parathyroid hormone-related peptide receptor (Homo sapiens), Q03431 | HEK293 GP2 PTHR1 cells, GloSensor cAMP luminescence, 1 h | Potency, µM (series often up to 115 µM), for the others: top-dose activation, actives largely listed as activators | 410,000 tested, 0.075% active | AID 743266, 2014; also: potency is read from the fitted curve at half-maximal effect; nearly all actives have a fitted effect of over 55% in size; some results filed as inactive show a strong effect at the top dose; inactives centre near -15; many of its hits are not listed in these tables
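HEK-293-derived GP2 cells expressing PTHR1 and a GloSensor cAMP reporter, 3,000/well, plated overnight, given luciferin plus IBMX (each 0.5 mM as added) for 1 h at 37 °C, then compound for 1 h at 37 °C. Luminescence was read after 15 min at room temperature.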
EPAC1 antag: qHTS for Antagonist of cAMP-regulated guanine nucleotide exchange factor 3 (EPAC1): primary screen. Rap guanine nucleotide exchange factor 3 (Homo sapiens), O95398. EPAC1 GEF assay, Rap1b-BODIPY-GDP exchange fluorescence. Potency, µM (highest dose often 115 µM), for inactives: at the highest dose activity change, negative = inhibition, actives largely listed as inhibitors. 360,000 tested, 0.14% active. AID 720709, 2013;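 also: potency is read from the fitted curve at half-maximal effect; plate controls were vehicle for no effect and positive control for full effect; nearly all actives have a fitted effect of over 50% in size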
* marks the source's active call; other numbers are inactive results; i = inactive; ? = inconclusive; · = no result given; [ ] = another dose, or the depositor's remark. Unless noted, calls follow the shape of the dose curve; as a rule, active = well fitted curve in the direction sought with a large enough effect; inconclusive = small, poorly fitted or top-dose-only effect, or another doubt; inactive = no such curve, though single readings can be large; an effect the other way counts as inactive or inconclusive. A portion of the library; the hit share may differ from the screen's.

1) Cc1nc2ccccc2c2oc(C(=O)NCCCN3CCCC3=O)cc12
2) O=C(COC(=O)c1cc(-c2cccs2)nn1-c1ccccc1)Nc1ccc(F)c([N+](=O)[O-])c1
3) O=C(Cc1ccccc1)NCCS(=O)(=O)N1CCN(c2cccc(Cl)c2)CC1
4) COc1cccc(NC(=O)N2CCN(c3cccc(C)c3)C(C)C2)c1 (configuration not stated)
5) COC(=O)c1ccc(C2C(C(=O)c3ccco3)=C(O)C(=O)N2c2cc(C)on2)cc1 (configuration not stated)
6) C=CCN1C(=O)N(CC=C)c2cccc3cccc1c23

assay / entry	1	2	3	4	5	6
PLK1 PBD inh	2%	-9%	-5%	-3%	-6%	2%
GLP1R ag	7%	-4%	9%	1%	-1%	25%
EPAC1 agonist	-20%	7%	-6%	7%	4%	1%
IL2 activator	-2.3	0.4	-4.4	0.8	1.6	-0.1
GLP1R inv ag	10%	-23%	?	10µM*	-8%	-12%
PI5P4Ka inh	4	1	2	3	-3	8
HEK293 tox	-2%	3%	19%	-8%	7%	10%
PTHR1 ag	-25%	-39%[inhibitor]	i	-3%[57.5 µM]	-5%	i
EPAC1 antag	2%	6%	-13%	5%	-6%	-2%

7) Cc1ccc(-c2cc(-c3ccccc3C)[nH]n2)c(O)c1
8) Cn1nnc2cc(NC(=O)Nc3cccc(C(F)(F)F)c3)ccc21
9) O=C(Cc1cccs1)N1CCN(S(=O)(=O)c2ccc(F)c(F)c2)CC1
10) O=C(Cn1nc(-c2ccc3c(c2)OCCO3)ccc1=O)Nc1ccc(-n2cnnn2)cc1
11) CC(=O)c1ccc(-c2ccc(/C=C(/Sc3n[nH]c(C)n3)C(=O)O)o2)cc1
12) CC(C)(C)CC(C)(C)N=C1NS(=O)(=O)c2cc([N+](=O)[O-])ccc21

assay / entry	7	8	9	10	11	12
PLK1 PBD inh	1%	-5%	-3%	-3%	-22%	-10%
GLP1R ag	-3%	-2%	-5%	10%	-2%	0%
EPAC1 agonist	24%	-8%	-4%	-4%	7%	-6%
IL2 activator	0.1	-2.7	3.0	-1.9	-2.9	4.3
GLP1R inv ag	?	1%	3%	-7%	6%	1%[7.66 µM]
PI5P4Ka inh	2	1	-3	1	-15	-1
HEK293 tox	-1%	1%	-6%	5%	-5%	0%[7.66 µM]
PTHR1 ag	-19%[57.5 µM]	-13%	i	i	i	-51%[inhibitor]
EPAC1 antag	-19%	-7%	-8%	15%	0%	-3%

In the list so far, 3 have four or more nitrogen atoms.
2) O=C(COC(=O)c1cc(-c2cccs2)nn1-c1ccccc1)Nc1ccc(F)c([N+](=O)[O-])c1
8) Cn1nnc2cc(NC(=O)Nc3cccc(C(F)(F)F)c3)ccc21
10) O=C(Cn1nc(-c2ccc3c(c2)OCCO3)ccc1=O)Nc1ccc(-n2cnnn2)cc1

assay / entry	2	8	10
PLK1 PBD inh	-9%	-5%	-3%
GLP1R ag	-4%	-2%	10%
EPAC1 agonist	7%	-8%	-4%
IL2 activator	0.4	-2.7	-1.9
GLP1R inv ag	-23%	1%	-7%
PI5P4Ka inh	1	1	1
HEK293 tox	3%	1%	5%
PTHR1 ag	-39%[inhibitor]	-13%	i
EPAC1 antag	6%	-7%	15%

The results go on:
13) COc1cccc(OC)c1NC(=O)c1ccc(-c2cc(Cl)ccc2Cl)o1
14) O=S(=O)(Nc1nc2ccccc2nc1Cl)c1ccc(Cl)cc1
15) COc1cc2c(cc1OC)n(Cc1cccc(C(F)(F)F)c1)c(=O)n1nc(-c3ccccc3)nc21
16) O=C1NC2=C(C(=O)CCC2)C(c2ccc3ncccc3c2)N1 (configuration not stated)
17) CC1CC(=O)Nc2ccccc2N1C(=O)Cn1cnc2ccccc2c1=O (configuration not stated)
18) CS(=O)(=O)c1nc(S(=O)(=O)c2ccc(Cl)cc2)c(NCCN2CCOCC2)s1

assay / entry	13	14	15	16	17	18
PLK1 PBD inh	-2%	-8%	·	-8%	0%	-17%
GLP1R ag	-2%	1%	2%	-2%	-2%	5%
EPAC1 agonist	4%	-5%	·	8%	-4%	20%
IL2 activator	0.5	-0.8	·	0.0	-0.9	-0.3
GLP1R inv ag	-30%	?	26%	-3%	3%	7%
PI5P4Ka inh	2	4	·	·	-5	-1
HEK293 tox	1%	5%	7%	1%	-8%	1%
PTHR1 ag	-41%[inhibitor]	-16%	?	-4%[57.5 µM]	i	i
EPAC1 antag	-22%	-6%	·	-3%	-8%	-21%

19) C[C@H](CO)N1C[C@H](C)[C@@H](CN(C)C(=O)Oc2ccccc2)OCc2cn(nn2)CCCC1=O
20) CC(C)(C)NC(=O)NC(=O)COc1ccc(Br)cc1Br
21) NS(=O)(=O)c1ccc(CCNC(=O)C(=O)c2c[nH]c3ccccc23)cc1
22) O=C(NCc1ccccc1)c1onc(CSc2ccc(F)c(F)c2)c1C(=O)NCc1ccccc1
23) CC(Oc1ccc2c(c1)c1ccnc3c4ccccc4c(=O)n2c13)C(=O)NCCN1CCOCC1 (configuration not stated)
24) CCOC(=O)c1c(NC(=O)C(=O)N/N=C/c2ccccc2OC)sc2c1CCCCC2

assay / entry	19	20	21	22	23	24
PLK1 PBD inh	-17%	0%	-6%	4%	5%	5%
GLP1R ag	-2%	13%	-1%	-5%	12%	-1%
EPAC1 agonist	4%	13%	4%	-1%	-4%	-11%
IL2 activator	-3.8	-0.7	-3.9	-0.9	-0.5	0.7
GLP1R inv ag	11%	10µM*	9%	?	28%	24%
PI5P4Ka inh	0	0	1	14	1	-3
HEK293 tox	9%	-7%	-5%	15%	0%	-9%
PTHR1 ag	-24%	-32%[inhibitor]	-15%	i	-18%	i
EPAC1 antag	-26%	-27%	-15%	4%	-3%	8%

Remaining list, next part
Sequence of screens: PLK1 PBD inh, GLP1R ag, EPAC1 agonist, IL2 activator, GLP1R inv ag, PI5P4Ka inh, HEK293 tox, PTHR1 ag, EPAC1 antag
[25] Cc1ccc2c(Cl)c(C(=O)Nc3cc(C)on3)sc2c1
 : -8%, -8%, 16%, -1.0, 0%, ·, 2%, -15%[57.5 µM], -3%
[26] O=c1c2ccccc2cnn1CCOc1ccccc1
 : -6%, -26%, -2%, -6.3, 305%[activator], 0, 8%, -32%, 17%
[27] CC(Oc1ccc(Cl)cc1)C(=O)Nc1nccs1 (configuration not stated)
 : 0%, 0%, 2%, -0.7, -2%, ·, -7%, -9%[57.5 µM], 4%
[28] COc1ccccc1-c1cnc(C(O)c2ccc(Cl)cc2C)[nH]1 (configuration not stated)
 : -8%, -1%, 4%, -0.5, ?, 9, 5%, -22%, -8%
[29] COc1ccc(C(=O)NC2CC2)cc1OC1CCN(Cc2ccc(F)c(F)c2)CC1
 : -3%, 14%, 2%, -1.9, -38%, 5, 2%, i, -15%
[30] COc1cc2c(cc1OC)C(c1cccc([N+](=O)[O-])c1)N(C(=O)c1ccc(F)cc1)CC2 (configuration not stated)
 : -3%, 3%, 10%, 0.0, ?, 15, -7%, -11%[57.5 µM], -8%
[31] COc1ccc(NC(C)=O)cc1NC(C)C(=O)Nc1ccccc1F (configuration not stated)
 : 2%, -1%, 1%, 1.7, -3%, ·, -1%, -19%, -13%
[32] CCN(C(=O)C(C)Sc1ccc(S(=O)(=O)N2CCOCC2)cn1)c1ccccc1 (configuration not stated)
 : ?, -3%, -1%, -0.6, 5%, 4, 2%, i, ?
[33] Cc1c(C(=O)N2CCCC2)c(S(=O)(=O)Nc2ccccc2)c(C)n1C
 : -25%, -6%, -8%, -3.6, 4%, 3, -7%, -4%, -19%
[34] COc1ccccc1CNCC(O)(c1ccc(Cl)cc1)c1ccc(Cl)cc1
 : 3%, -16%, 11%, -3.6, ?, ·, 0%, i, 1%
[35] Cc1cc(NC(=O)COc2ccc(Cl)cc2Cl)n(-c2ccccc2)n1
 : -2%, 6%, -8%, -0.5, ?, -2, -15%, -26%[57.5 µM], 1%
[36] O=C(Cc1c(F)cccc1Cl)NCCc1c[nH]c2ccccc12
 : -14%, 13%, 12%, 0.7, ?, 5, -8%, -16%, -1%
[37] Cc1ccc(C2=NCCn3nc4cc([N+](=O)[O-])ccc4c32)cc1
 : 0%, 7%, -4%, 3.2, -7%, -18, 0%, -26%, -1%
[38] O=C(O)c1ccc(NC(=O)c2ccccc2NC(=O)c2ccccc2Br)cc1
 : -20%, -8%, 2%, -0.2, 2%, -8, 4%, i, 5%
[39] COCCCn1c(-c2ccccc2Cl)n[nH]c1=S
 : -1%, 0%, 1%, -0.2, 4%, -3, -10%, i, 7%
[40] Cn1c(Cl)nc2ccccc21
 : -3%, -4%, 10%, -0.7, 0%, -2, -11%, i, 3%
[41] CC(C)N=C(NC#N)SCC(=O)NC(C)(C)C
 : -6%, -1%, -4%, 2.4, 7%, 5, 2%, i, 1%
[42] Cc1ccc(-c2cc(C(=O)Nc3ccccc3C)c3ccccc3n2)o1
 : ?, -3%, 0%, -2.9, ?, ?, 1%, i, -13%
